NSD2 inh = inhibitors of human NSD2, primary screen, biochemical, plate reader, single point | Histone-lysine N-methyltransferase NSD2 (Homo sapiens), O96028 | NSD2-SET H3K36me1 DELFIA fluorescence | inhibition, % at 12.5 µM | 44,000 tested, 0.07% active; in the data active = inhibition above about 54%, passing the limit was not always enough; inconclusive = no clear call, values can overlap the other calls;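 note: inhibitors reduce the monomethyl H3K36 fluorescence signal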
Target sequence (O96028 whole entry, looked up): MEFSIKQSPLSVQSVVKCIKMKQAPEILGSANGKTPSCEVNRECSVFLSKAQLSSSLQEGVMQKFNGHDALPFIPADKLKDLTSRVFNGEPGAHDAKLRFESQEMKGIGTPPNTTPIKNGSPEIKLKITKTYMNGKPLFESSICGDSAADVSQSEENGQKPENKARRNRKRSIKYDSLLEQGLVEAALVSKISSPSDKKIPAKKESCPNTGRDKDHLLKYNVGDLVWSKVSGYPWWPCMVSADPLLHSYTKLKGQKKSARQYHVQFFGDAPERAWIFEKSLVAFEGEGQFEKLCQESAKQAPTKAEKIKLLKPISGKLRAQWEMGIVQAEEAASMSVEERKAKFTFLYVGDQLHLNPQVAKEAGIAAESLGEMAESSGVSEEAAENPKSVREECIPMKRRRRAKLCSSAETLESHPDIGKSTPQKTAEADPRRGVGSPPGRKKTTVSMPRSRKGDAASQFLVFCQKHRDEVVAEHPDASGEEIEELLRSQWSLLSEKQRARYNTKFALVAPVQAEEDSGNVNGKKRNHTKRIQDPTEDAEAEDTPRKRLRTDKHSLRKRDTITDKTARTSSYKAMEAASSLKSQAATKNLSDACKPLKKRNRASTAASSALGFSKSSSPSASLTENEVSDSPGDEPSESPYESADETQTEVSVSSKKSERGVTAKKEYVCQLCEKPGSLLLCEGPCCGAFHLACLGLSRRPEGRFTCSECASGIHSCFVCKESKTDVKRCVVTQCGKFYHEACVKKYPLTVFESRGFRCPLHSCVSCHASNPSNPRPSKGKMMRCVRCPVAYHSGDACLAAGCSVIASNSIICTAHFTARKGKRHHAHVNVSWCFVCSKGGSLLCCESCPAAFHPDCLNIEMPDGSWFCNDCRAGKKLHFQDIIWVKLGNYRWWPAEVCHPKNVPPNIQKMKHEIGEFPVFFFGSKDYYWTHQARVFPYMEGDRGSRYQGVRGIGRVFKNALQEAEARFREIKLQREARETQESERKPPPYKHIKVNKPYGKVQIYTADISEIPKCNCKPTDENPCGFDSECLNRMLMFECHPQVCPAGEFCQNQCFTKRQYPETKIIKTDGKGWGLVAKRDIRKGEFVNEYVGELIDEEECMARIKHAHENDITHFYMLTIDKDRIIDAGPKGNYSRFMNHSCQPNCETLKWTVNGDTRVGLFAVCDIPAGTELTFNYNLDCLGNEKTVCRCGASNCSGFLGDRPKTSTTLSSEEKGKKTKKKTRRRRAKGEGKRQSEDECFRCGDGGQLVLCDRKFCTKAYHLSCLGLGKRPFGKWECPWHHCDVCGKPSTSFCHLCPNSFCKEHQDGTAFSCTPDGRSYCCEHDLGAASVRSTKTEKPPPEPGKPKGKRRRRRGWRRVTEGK
An asterisk follows results filed as active. These rows are one share of the data (hit frequency here may not be typical).

How did Cc1noc(C)c1NC(=O)Nc1ccc2c(c1)C(=O)N([C@H](C)CO)C[C@H](C)[C@@H](CN(C)C(=O)NC1CCCCC1)OCCCC[C@H](C)O2 do in these assays?
NSD2 inh: -155

Results for CNC[C@H]1Oc2ccc(NS(=O)(=O)c3ccc(C)cc3)cc2C(=O)N([C@@H](C)CO)C[C@@H]1C ?
NSD2 inh: 14

How did C[C@@H]1CN([C@@H](C)CO)S(=O)(=O)c2ccc(Br)cc2O[C@@H]1CN(C)Cc1ccncc1 do in these assays?
NSD2 inh: 5

Results for C[C@@H]1CN([C@H](C)CO)C(=O)c2cc(C#C[C@@H](C)O)cnc2O[C@@H]1CN(C)CC1CCOCC1 ?
NSD2 inh: -6

How did COc1c(O[C@@H]2O[C@H](C(=O)O)[C@@H](O)[C@H](O)[C@H]2O)cc2oc(-c3ccccc3)cc(=O)c2c1O do in these assays?
NSD2 inh: 2

Results for CC(C)NC(=O)Nc1ccc2c(c1)C(=O)N([C@@H](C)CO)C[C@H](C)[C@@H](CN(C)C(=O)Nc1ccc3c(c1)OCO3)OCCCC[C@H](C)O2 ?
NSD2 inh: 3

What do the screens show for `C[C@@H]1CN([C@H](C)CO)S(=O)(=O)c2ccc(-c3ccncc3)cc2O[C@H]1CN(C)C(=O)CC1CC1`?
NSD2 inh: 9

What do the screens show for `CC(C)NC(=O)N(C)C[C@H]1Oc2ncc(C#Cc3ccc(F)cc3)cc2C(=O)N([C@H](C)CO)C[C@@H]1C`?
NSD2 inh: 0

Results for Cc1noc(C)c1NC(=O)Nc1ccc2c(c1)CC(=O)N([C@@H](C)CO)C[C@@H](C)[C@H](CN(C)Cc1ccncc1)O2 ?
NSD2 inh: 1

What do the screens show for `C[C@@H]1CN([C@H](C)CO)S(=O)(=O)c2ccc(/C=C/c3ccccc3)cc2O[C@H]1CN(C)C(=O)Nc1cccc(F)c1`?
NSD2 inh: -8

How did C[C@@H]1CN([C@H](C)CO)C(=O)c2cc(C3=CCCC3)cnc2O[C@@H]1CN(C)Cc1cccc(F)c1 do in these assays?
NSD2 inh: 5

What do the screens show for `C[C@H](CO)N1C[C@H](C)[C@@H](CN(C)Cc2cccc(C(=O)O)c2)Oc2cc(C#CCC3CCCC3)ccc2S1(=O)=O`?
NSD2 inh: 10

Results for C[C@H](CO)N1C[C@H](C)[C@@H](CN(C)C(=O)Nc2ccc(C(F)(F)F)cc2)Oc2c(NC(=O)Nc3ccccc3)cccc2C1=O ?
NSD2 inh: 6

What do the screens show for `Cc1noc(C)c1NC(=O)N[C@@H]1C=C[C@@H](CC(=O)NCc2ccc(Cl)c(Cl)c2)O[C@H]1CO`?
NSD2 inh: 10

What do the screens show for `O=C(O)CCC(=O)N1N=C(c2c(-c3ccccc3)c3cc(Cl)ccc3[nH]c2=O)CC1c1ccccn1` (stereo not drawn)?
NSD2 inh: -2

What do the screens show for `C[C@@H]1CCCCO[C@H](CN(C)C(=O)CCC(F)(F)F)[C@@H](C)CN([C@H](C)CO)C(=O)c2cc(NC(=O)CCC(F)(F)F)ccc2O1`?
NSD2 inh: 13

Results for C[C@@H]1CCCCO[C@@H](CN(C)C(=O)Nc2cccc3ccccc23)[C@H](C)CN([C@@H](C)CO)C(=O)c2cc(NC(=O)Nc3ccccc3)ccc2O1 ?
NSD2 inh: 3

Results for C[C@@H]1CN([C@@H](C)CO)C(=O)c2cc(NC(=O)Nc3ccc(F)cc3)ccc2O[C@@H](C)CCCCO[C@H]1CN(C)S(=O)(=O)c1cccs1 ?
NSD2 inh: -3

What do the screens show for `COc1ccc(CN(C)C[C@@H]2Oc3ccc(NC(=O)Cc4cn(C)c5ccccc45)cc3C(=O)N([C@@H](C)CO)C[C@@H]2C)cc1`?
NSD2 inh: 1

Results for CC(=O)N=c1sc(S(N)(=O)=O)nn1C ?
NSD2 inh: 1

Gathered by group: those above containing two or more sulfur atoms (two)
Results for C[C@@H]1CN([C@@H](C)CO)C(=O)c2cc(NC(=O)Nc3ccc(F)cc3)ccc2O[C@@H](C)CCCCO[C@H]1CN(C)S(=O)(=O)c1cccs1 ?
NSD2 inh: -3

Results for CC(=O)N=c1sc(S(N)(=O)=O)nn1C ?
NSD2 inh: 1

Additional entries.
How did C[C@@H]1CN([C@@H](C)CO)C(=O)Cc2cc(NC(=O)c3ccncc3)ccc2O[C@@H]1CN(C)Cc1ccc(Cl)c(Cl)c1 do in these assays?
NSD2 inh: -2

How did C[C@@H]1CN([C@@H](C)CO)C(=O)Cc2cc(NC(=O)Nc3ccc4c(c3)OCO4)ccc2O[C@@H]1CN(C)CC1CC1 do in these assays?
NSD2 inh: -5

Results for C[C@H](CO)N1C[C@H](C)[C@@H](CN(C)C(=O)Nc2cccc3ccccc23)Oc2ccc(NC(=O)CCN3CCOCC3)cc2C1=O ?
NSD2 inh: -2

How did COCC(=O)Nc1ccc2c(c1)[C@@H]1C[C@@H](CC(=O)NCc3ccccc3F)O[C@@H](CO)[C@@H]1O2 do in these assays?
NSD2 inh: 2

How did C[C@@H]1CN([C@@H](C)CO)C(=O)c2cc(NC(=O)CCCCCC(=O)Nc3ccccc3N)ccc2O[C@H]1CN(C)S(=O)(=O)c1ccc(Cl)cc1 do in these assays?
NSD2 inh: -3

Results for C[C@@H]1CN([C@@H](C)CO)C(=O)c2cc(NC(=O)NC3CCCCC3)ccc2O[C@@H](C)CCCCO[C@@H]1CN(C)S(=O)(=O)c1ccc(Cl)cc1 ?
NSD2 inh: -2

Results for C[C@@H]1CN([C@@H](C)CO)C(=O)c2cc(C#CCN(C)C)cnc2O[C@H]1CN(C)Cc1ccccc1F ?
NSD2 inh: 2

Results for C[C@@H]1CN([C@@H](C)CO)C(=O)Cc2cc(NC(=O)Cc3cn(C)c4ccccc34)ccc2O[C@@H]1CN(C)C(=O)Nc1ccc2c(c1)OCO2 ?
NSD2 inh: -12

Results for Cc1noc(C)c1NC(=O)N(C)C[C@H]1Oc2c(NS(C)(=O)=O)cccc2C(=O)N([C@H](C)CO)C[C@@H]1C ?
NSD2 inh: 4

How did CCCNC(=O)N(C)C[C@H]1Oc2ncc(-c3cccc(C#N)c3)cc2C(=O)N([C@@H](C)CO)C[C@@H]1C do in these assays?
NSD2 inh: 9

How did C[C@H](O)C#Cc1cnc2c(c1)C(=O)N([C@@H](C)CO)C[C@@H](C)[C@@H](CN(C)C(=O)c1ccc(F)cc1)O2 do in these assays?
NSD2 inh: 15

What do the screens show for `C[C@H]1CN([C@@H](C)CO)C(=O)Cc2cc(NC(=O)Nc3ccc(C(F)(F)F)cc3)ccc2O[C@H]1CN(C)Cc1ccc(C(F)(F)F)cc1`?
NSD2 inh: -9

Results for C[C@H](CO)N1C[C@H](C)[C@@H](CN(C)S(=O)(=O)c2ccccc2)Oc2ccc(NC(=O)Cc3ccccc3)cc2CC1=O ?
NSD2 inh: -2

What do the screens show for `O=C(C[C@H]1CC[C@@H](NC(=O)CCN2CCCCC2)[C@H](CO)O1)Nc1nccs1`?
NSD2 inh: -1

Results for Cc1noc(C)c1S(=O)(=O)N(C)C[C@H]1Oc2c(NS(C)(=O)=O)cccc2C(=O)N([C@@H](C)CO)C[C@H]1C ?
NSD2 inh: 3

What do the screens show for `COc1ccccc1-c1ccc2c(c1)O[C@H](CN(C)C(=O)c1cccnc1)[C@H](C)CN([C@H](C)CO)S2(=O)=O`?
NSD2 inh: -3

How did Cc1noc(C)c1NC(=O)Nc1ccc2c(c1)C(=O)N([C@@H](C)CO)C[C@@H](C)[C@@H](CN(C)Cc1ccccc1)OCCCC[C@@H](C)O2 do in these assays?
NSD2 inh: -4

How did CC(C)NC(=O)N(C)C[C@H]1Oc2ccc(NC(=O)c3ccncc3)cc2C(=O)N([C@H](C)CO)C[C@@H]1C do in these assays?
NSD2 inh: 0

Results for CC(C)CC#Cc1cnc2c(c1)C(=O)N([C@H](C)CO)C[C@H](C)[C@@H](CN(C)Cc1cccc(F)c1)O2 ?
NSD2 inh: -11

Results for COC(=O)[C@H](Cc1ccc(N=[N+]=[N-])cc1)N[C@H](/C=C/C1CC1)[C@@H](O)Cc1ccccc1 ?
NSD2 inh: 1

In the list so far, three contain an aryl methoxy group.
How did COc1c(O[C@@H]2O[C@H](C(=O)O)[C@@H](O)[C@H](O)[C@H]2O)cc2oc(-c3ccccc3)cc(=O)c2c1O do in these assays?
NSD2 inh: 2

What do the screens show for `COc1ccc(CN(C)C[C@@H]2Oc3ccc(NC(=O)Cc4cn(C)c5ccccc45)cc3C(=O)N([C@@H](C)CO)C[C@@H]2C)cc1`?
NSD2 inh: 1

What do the screens show for `COc1ccccc1-c1ccc2c(c1)O[C@H](CN(C)C(=O)c1cccnc1)[C@H](C)CN([C@H](C)CO)S2(=O)=O`?
NSD2 inh: -3

New compounds follow
How did C[C@H]1CN([C@@H](C)CO)C(=O)Cc2cc(N(C)C)ccc2O[C@H]1CN(C)C(=O)Nc1ccccc1 do in these assays?
NSD2 inh: -1

Results for O=C(Nc1ccc2c(c1)[C@H]1C[C@@H](CC(=O)N3CCOCC3)O[C@H](CO)[C@H]1O2)c1cccnc1 ?
NSD2 inh: -9

What do the screens show for `COc1ccc(CNC(=O)N(C)C[C@H]2OCc3ccccc3-c3c(n(C)c4ccccc34)C(=O)N([C@@H](C)CO)C[C@H]2C)cc1`?
NSD2 inh: -3

How did C[C@H](CO)N1C[C@H](C)[C@H](CN(C)S(=O)(=O)c2cn(C)cn2)Oc2ccc(NC(=O)Nc3ccc(F)cc3)cc2C1=O do in these assays?
NSD2 inh: -3

Results for C[C@H]1CN([C@@H](C)CO)C(=O)c2cc(NC(=O)Cc3ccccc3)ccc2O[C@H]1CN(C)C(=O)Nc1ccccc1 ?
NSD2 inh: inconclusive

Results for C[C@@H]1CN([C@H](C)CO)C(=O)Cc2cc(NC(=O)C3CC3)ccc2O[C@@H]1CN(C)Cc1ccc(Oc2ccccc2)cc1 ?
NSD2 inh: 9

How did COc1ccccc1NC(=O)N(C)C[C@@H]1Oc2ncc(Br)cc2C(=O)N([C@H](C)CO)C[C@@H]1C do in these assays?
NSD2 inh: 9

What do the screens show for `Cc1noc(C)c1S(=O)(=O)N(C)C[C@H]1OCCCC[C@@H](C)Oc2ccc(NC(=O)CCCCCC(=O)Nc3ccccc3N)cc2C(=O)N([C@@H](C)CO)C[C@@H]1C`?
NSD2 inh: -1

Results for CC(C)NC(=O)N(C)C[C@@H]1OCCCC[C@@H](C)Oc2ccc(NC(=O)Nc3ccc(F)cc3)cc2C(=O)N([C@H](C)CO)C[C@H]1C ?
NSD2 inh: -111

What do the screens show for `C[C@@H]1CCCCO[C@H](CN(C)C(=O)CCC(F)(F)F)[C@@H](C)CN([C@H](C)CO)C(=O)c2cc(NC(=O)Cc3ccccc3)ccc2O1`?
NSD2 inh: -5

What do the screens show for `COc1ccc(CN(C)C[C@@H]2OCCCC[C@@H](C)Oc3ccc(NC(=O)c4ccncc4)cc3C(=O)N([C@H](C)CO)C[C@@H]2C)cc1`?
NSD2 inh: -1

Results for C/C=C/c1cnc2c(c1)C(=O)N([C@@H](C)CO)C[C@@H](C)[C@H](CN(C)C(=O)NC1CCCCC1)O2 ?
NSD2 inh: 4

What do the screens show for `C[C@H]1CN([C@@H](C)CO)C(=O)CCCn2nncc2CO[C@@H]1CN(C)C(=O)Nc1ccnc(N2CCOCC2)c1`?
NSD2 inh: -1

What do the screens show for `COc1ccc(NC(=O)N(C)C[C@@H]2Oc3ncc(-c4ccc(F)cc4)cc3C(=O)N([C@H](C)CO)C[C@@H]2C)cc1`?
NSD2 inh: 3

What do the screens show for `COc1ccccc1-c1cnc2c(c1)C(=O)N([C@@H](C)CO)C[C@H](C)[C@@H](CN(C)CC1CCOCC1)O2`?
NSD2 inh: -5

What do the screens show for `C[C@@H]1CN([C@H](C)CO)C(=O)Cc2cc(NS(=O)(=O)c3ccccc3)ccc2O[C@@H]1CN(C)C(=O)NC1CCCCC1`?
NSD2 inh: 1

What do the screens show for `C[C@@H]1CN([C@H](C)CO)C(=O)c2cc(C#CCN(C)C)cnc2O[C@H]1CN(C)Cc1cccc(F)c1`?
NSD2 inh: -3

What do the screens show for `CNC[C@@H]1Oc2cc(C#Cc3ccccc3)ccc2S(=O)(=O)N([C@H](C)CO)C[C@H]1C`?
NSD2 inh: 8

Results for CC(C)NC(=O)N(C)C[C@H]1Oc2ccc(NC(=O)Nc3ccc(F)cc3)cc2C(=O)N([C@@H](C)CO)C[C@H]1C ?
NSD2 inh: 2

Results for CC(C)NC(=O)N(C)C[C@@H]1Oc2ccc(NC(=O)Nc3ccc4c(c3)OCO4)cc2C(=O)N([C@H](C)CO)C[C@@H]1C ?
NSD2 inh: -2

Ordered by formula weight (falling): three of the compounds above.
What do the screens show for `COc1ccc(CNC(=O)N(C)C[C@H]2OCc3ccccc3-c3c(n(C)c4ccccc34)C(=O)N([C@@H](C)CO)C[C@H]2C)cc1`?
NSD2 inh: -3

Results for C[C@@H]1CN([C@H](C)CO)C(=O)Cc2cc(NC(=O)C3CC3)ccc2O[C@@H]1CN(C)Cc1ccc(Oc2ccccc2)cc1 ?
NSD2 inh: 9

Results for C[C@H]1CN([C@@H](C)CO)C(=O)c2cc(NC(=O)Cc3ccccc3)ccc2O[C@H]1CN(C)C(=O)Nc1ccccc1 ?
NSD2 inh: inconclusive

Other compounds:
How did C[C@H]1CN([C@@H](C)CO)C(=O)Cc2cc(NC(=O)Cc3ccccc3)ccc2O[C@@H]1CN(C)C(=O)Nc1ccc(C(F)(F)F)cc1 do in these assays?
NSD2 inh: 0

What do the screens show for `CC(C)=CCc1c(O)cc2occ(-c3ccc(O)cc3O)c(=O)c2c1O`?
NSD2 inh: 2

How did C[C@@H]1CN([C@@H](C)CO)C(=O)CCCn2nncc2CO[C@@H]1CN(C)C(=O)NC1CCCC1 do in these assays?
NSD2 inh: 0

What do the screens show for `COc1ccc(NC(=O)Nc2ccc3c(c2)CC(=O)N([C@@H](C)CO)C[C@@H](C)[C@@H](CN(C)CC2CCCCC2)O3)cc1`?
NSD2 inh: -3

What do the screens show for `O=C(Nc1csc(Cc2c(Cl)cccc2Cl)n1)NN1CCOCC1`?
NSD2 inh: -3

What do the screens show for `C[C@@H]1CN([C@H](C)CO)C(=O)c2cc(C#CC3(O)CCCC3)cnc2O[C@@H]1CN(C)Cc1cncnc1`?
NSD2 inh: 4

How did CNC[C@H]1Oc2ccc(NC(=O)Nc3ccc(F)cc3)cc2CC(=O)N([C@@H](C)CO)C[C@H]1C do in these assays?
NSD2 inh: -7
